Screening data deposited in PubChem by National Center for Advancing Translational Sciences (NCATS).
IL1B secr inh: inhibitors of inflammasome signaling (IL-1 beta secretion); THP-1 LPS/ATP IL-1B secretion, AlphaLISA, 16 h; stronger effect = lower value; activity change, % at 57.5 µM; 360,000 compounds, 4.7% hits; AID 743279; in the data active means activity change below about -50%; inconclusive means mostly about -30% to -49%; further: on the % scale 0 is the no-effect control and ±100 the full control effect
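Secreted IL-1B measured by AlphaLISA bead assay after 16 h compound exposure of THP-1 cells; compounds (final up to 57.5 uM) added 1 h before LPS (250 ng/mL) and ATP (1.25 mM) stimulation; lower signal means less secretion.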
SW480 rerep: inducers of DNA re-replication in SW480 colon cancer cells; AID 624297; 340,000 compounds, 1.8% hits; SW480 DNA re-replication, Hoechst DNA content imaging, 48 h; Potency, µM (titrated, usually from 46.1 µM), inactives show at the top dose re-replication activation, most hits filed as activators; further: potency means the concentration at half of the fitted maximal effect; % of control where 0% means no effect; nearly all actives have a fitted effect of over 55% in size
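Compounds, transferred as 23 nL by pin tool, were incubated with cells for 48 hr; DNA content per nucleus was then quantified by Hoechst staining and fluorescence plate imaging.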
KB-3-1 cytotox: KB-3-1 parental cell cytotoxicity | 400,000 compounds, 1.4% hits | AID 1347075 | KB-3-1 viability, CellTiter-Glo ATP luminescence, 72 h | Potency, µM (titrated, usually from 46.1 µM), inactives show top-dose activity change, negative = cytotoxic, hits mostly cytotoxic; further: potency means the concentration at half of the fitted maximal effect; on the % scale 0 is the no-effect control and ±100 the full control effect; nearly all actives have a fitted effect of over 60% in size
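Viability of parental KB-3-1 cells, measured by CellTiter-Glo luminescence, followed a 72 h incubation at 37 °C with pinned compounds in phenol-red-free DMEM containing 10% FBS.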
KB-V1 cytotox: kills drug-selected multidrug resistant KB-V1 cells; 400,000 compounds, 3.4% hits; KB-V1 MDR cells viability, CellTiter-Glo, 72 h; AID 1347076; Potency, µM (series often up to 46.1 µM), for inactives: top-dose activity change, negative = cytotoxicity, usual class: cytotoxic; further: potency means the concentration at half of the fitted maximal effect; on the % scale 0 is the no-effect control and ±100 the full control effect; nearly all actives have a fitted effect of over 60% in size
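Potencies derive from concentration-effect curves fitted to normalized luminescence (CellTiter-Glo) of KB-V1 cells treated for 72 h at 37 degrees C in phenol-red-free DMEM containing 10% FBS.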
HT1080-NT tox: kills 2HG-producing HT-1080-NT fibrosarcoma cells. HT-1080-NT fibrosarcoma viability, CellTiter-Glo ATP luminescence, 48 h. 360,000 compounds, 1.6% hits. Potency, µM (top dose mostly 46.1 µM), inactives show top-dose activity, negative = less viability, hits mostly cytotoxic;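 further: NT is the 2HG producing partner of a matched IDH1 knockdown line; potency means the concentration at half of the fitted maximal effect; 0% = DMSO-treated cells and -100% = media-only wells without cells; nearly all actives have a fitted effect of over 55% in size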
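Luminescent CellTiter-Glo readout after 48 hours of compound exposure at 37 degrees C defined viability of HT-1080-NT cells. Activity was normalized to DMSO wells and cell-free media wells; concentration-response curves were fitted and assigned curve classes.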
WRN helicase inh: blocks human WRN helicase | Q14191 | WRN helicase unwinding, fluorescent forked duplex, kinetic | Potency, µM (top dose mostly 114 µM), for the others: top-dose activity change, negative = inhibition, hits mostly inhibitors | 360,000 compounds, 0.46% hits; further: potency means the concentration at half of the fitted maximal effect; on the % scale 0 is the no-effect control and ±100 the full control effect; nearly all actives have a fitted effect of over 55% in size
Target sequence (Q14191 whole entry, looked up): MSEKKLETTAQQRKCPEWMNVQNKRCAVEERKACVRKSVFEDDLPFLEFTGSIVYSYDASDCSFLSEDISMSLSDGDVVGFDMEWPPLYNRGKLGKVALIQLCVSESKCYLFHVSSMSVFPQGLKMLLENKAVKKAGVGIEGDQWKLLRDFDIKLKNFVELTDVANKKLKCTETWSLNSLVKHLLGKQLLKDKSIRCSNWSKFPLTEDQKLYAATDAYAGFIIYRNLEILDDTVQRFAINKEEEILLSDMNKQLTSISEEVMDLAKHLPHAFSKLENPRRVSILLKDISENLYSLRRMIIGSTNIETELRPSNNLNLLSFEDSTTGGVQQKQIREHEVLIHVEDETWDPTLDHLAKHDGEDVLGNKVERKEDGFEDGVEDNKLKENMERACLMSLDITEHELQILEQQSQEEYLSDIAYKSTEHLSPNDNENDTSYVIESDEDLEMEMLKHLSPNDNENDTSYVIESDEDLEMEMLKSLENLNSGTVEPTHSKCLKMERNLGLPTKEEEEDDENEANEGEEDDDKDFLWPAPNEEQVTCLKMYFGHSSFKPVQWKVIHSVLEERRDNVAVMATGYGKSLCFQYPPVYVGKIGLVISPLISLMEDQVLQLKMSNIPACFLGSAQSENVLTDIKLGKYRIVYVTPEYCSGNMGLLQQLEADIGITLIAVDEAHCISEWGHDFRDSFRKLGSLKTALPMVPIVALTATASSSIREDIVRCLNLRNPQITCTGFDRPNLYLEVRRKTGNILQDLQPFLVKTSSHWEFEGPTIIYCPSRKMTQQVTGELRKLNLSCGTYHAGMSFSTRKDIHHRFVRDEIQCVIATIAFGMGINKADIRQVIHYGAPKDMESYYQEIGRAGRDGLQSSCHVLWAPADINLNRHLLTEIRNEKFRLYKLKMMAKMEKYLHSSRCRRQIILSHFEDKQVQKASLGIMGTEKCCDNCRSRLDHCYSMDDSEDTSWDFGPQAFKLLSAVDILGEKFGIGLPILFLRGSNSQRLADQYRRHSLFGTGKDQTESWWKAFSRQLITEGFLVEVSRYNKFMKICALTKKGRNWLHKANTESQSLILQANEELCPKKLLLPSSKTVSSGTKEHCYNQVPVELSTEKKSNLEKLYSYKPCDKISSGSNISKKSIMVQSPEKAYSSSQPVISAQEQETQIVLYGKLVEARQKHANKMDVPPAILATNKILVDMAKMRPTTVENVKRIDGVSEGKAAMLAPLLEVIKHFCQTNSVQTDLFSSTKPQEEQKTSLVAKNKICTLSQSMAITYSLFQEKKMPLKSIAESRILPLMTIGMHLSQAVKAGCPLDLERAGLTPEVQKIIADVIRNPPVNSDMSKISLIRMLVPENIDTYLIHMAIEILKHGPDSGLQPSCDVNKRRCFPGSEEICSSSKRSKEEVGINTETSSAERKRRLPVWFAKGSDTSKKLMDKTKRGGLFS
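WRN at 20 nM final preincubated with compound 15 min at room temperature; reaction started with 100 nM fluorophore/quencher forked duplex oligonucleotide and 2 mM ATP final. Unwinding followed kinetically by red fluorescence (ex 525, em 598 nm).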
HT1080 IDH1KD tx: toxicity to HT-1080 IDH1 knockdown cells (counter line). HT-1080 IDH1 knockdown viability, ATP luminescence, 48 h. 360,000 compounds, 2% hits. Potency, µM (titrated, usually from 46.1 µM), without a hit: at the top dose activity, negative = toxicity, usual class: cytotoxic;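 further: potency means the concentration at half of the fitted maximal effect; 0% = DMSO wells and -100% = cell-free medium wells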
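Luminescent ATP read-out (CellTiter-Glo, 10 min at room temperature) after 48 h compound exposure at 37 °C gave viability of IDH1-knockdown HT-1080 cells. Activity was normalised to DMSO and cell-free wells, then fitted as concentration-response curves.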
MCF10A rereplic: induces DNA re-replication in MCF 10a normal breast cells; MCF 10A DNA re-replication, Hoechst nuclear intensity, 48 h; Potency, µM (top dose mostly 46.1 µM), inactives show at the highest dose activity, positive = re-replication, hits mostly activators; 350,000 compounds, 2.9% hits; further: potency means the concentration at half of the fitted maximal effect; % of control where 0% means no effect; nearly all actives have a fitted effect of over 50% in size
ATXN2 expr inh: inhibitors of ATXN2 expression | 360,000 compounds, 0.72% hits | HEK-293 ATXN2-luciferase reporter, luminescence, 24 h | Potency, µM (doses to about 57 µM), for inactives: at the highest dose activity change, negative = inhibition, usual class: inhibitors | AID 1745845; further: potency means the concentration at half of the fitted maximal effect; on the % scale 0 is the no-effect control and ±100 the full control effect; nearly all actives have a fitted effect of over 55% in size
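ATXN2-luciferase reporter cells (luciferase flanked by upstream and downstream ATXN2 gene portions) were treated 24 h at 37 °C with compounds at up to 57 uM. SteadyGlo luminescence gave expression; GF-AFC fluorescence gave viability.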
Starred values were filed as active, the others as inactive; u = inconclusive; x = no result given; [ ] = another dose, or the depositor's remark. Unless noted, the call rests on the fitted dose curve; in most records, active means well fitted curve in the direction sought with a large enough effect; inconclusive means small, poorly fitted or top-dose-only effect, or another doubt; inactive means no such curve, though single readings can be large; an effect the other way counts as inactive or inconclusive.

SMILES | IL1B secr inh | SW480 rerep | KB-3-1 cytotox | KB-V1 cytotox | HT1080-NT tox | WRN helicase inh | HT1080 IDH1KD tx | MCF10A rereplic | ATXN2 expr inh
COc1ccc(-c2[nH]ncc2CN2CCC(C(=O)N3CCOCC3)CC2)c(F)c1 | 1 | -1% | 9% | 0% | 11% | 11% | 3% | 4% | -3%
Cc1onc(-c2ccccc2)c1C(=O)N/N=C(\N)COc1ccc(Cl)cc1 | 6 | 12% | u | 15µM* | u | 8% | u | 15% | -15%
CC(=O)C1=C(O)C(=CC=Cc2ccccc2)OC1=O | -2 | x | -8% | -9% | -9% | -15% | -20% | x | x
CCOc1ccc(N(C(=O)C2CCCO2)C2C=CS(=O)(=O)C2)cc1 (stereo unspecified) | 0 | -7% | 14% | 2% | 18% | 11% | 6% | 0% | -5%
N#Cc1nc(-c2ccco2)oc1NCCCn1ccnc1 | -4 | -9% | 6% | 21% | -1% | -5% | 3% | -13% | -3%
O=C(NCCc1ccc(O)c(Br)c1)c1ccc(Br)o1 | 0 | x | 4% | -14% | -1% | -8% | -2% | x | 13%
CC(CN1CCCCC1)OC(=O)C1c2ccccc2Oc2ccccc21 (stereo unspecified) | -23 | 3% | -6% | 3% | 14% | -9% | 6% | 7% | 1%
COc1ccc(CC(=O)NNS(=O)(=O)c2ccccc2[N+](=O)[O-])cc1 | 5 | -82%[inhibitor] | 13% | 29% | 4% | 2% | 8% | 3% | 13%
Cc1nc2ccc(Br)cc2c2c1CC(CO)O2 (stereo unspecified) | 15 | -6% | 2% | -1% | -2% | 0% | -3% | 2% | -1%
CCN(c1ccccc1)S(=O)(=O)c1ccc(NCC2COc3ccccc3O2)nc1 (stereo unspecified) | u | u | -20% | -12% | -28% | -15% | u | u | -24%
N#Cc1c(NCc2ccccc2)ccnc1Cl | 6 | -13% | 0% | -2% | -21% | -13% | -4% | -1% | 19%
CCOc1ccc(CCNC(=O)CCNC(=O)c2ccc(Br)cc2)cc1OCC | -4 | -11% | 4% | -8% | 17% | 1% | 15% | 3% | 0%
COc1ccc(-c2nc3n(c2C)Cc2ccccc2-3)cc1 | x | -4% | u | u | -21% | -3% | -12% | u | 76%[activator]
COc1ccc2c(c1)[nH]c1c(=O)n(CCc3cnc[nH]3)cnc12 | 4 | -14% | -6% | -1% | -7% | -5% | -8% | 11% | 10%
Cc1ccc(S(=O)(=O)c2c(CO)c(-c3ccccc3)nn2C)cc1 | 25 | u | u | 15µM* | -13% | 2% | -24% | -1% | -21%
COc1ccc(C)cc1Nc1n[n+](-c2ccccc2)c(-c2cccc(Cl)c2Cl)s1 | 17 | u | u | 0% | u | 7% | u | u | -12%
CCOC(=O)c1c(NC(=O)CN(C)C2CCN(C)CC2)sc(C(=O)Nc2ccccc2)c1C | u | u | -1% | 18% | u | -2% | u | 13% | x
CCOc1ccc(NC(=O)[C@@H]2CCCN2C(=O)c2cccs2)cc1S(=O)(=O)N1CCOCC1 | -5 | -5% | 16% | 0% | 7% | -5% | 3% | -1% | -2%
O=C(N1CCN(c2ccccc2)CC1)C(F)(F)C(F)F | -10 | -4% | 6% | -6% | 10% | 5% | 19% | 0% | 1%
O=C1CN(C(=O)C2CC2)c2ccccc2N1 | 24 | 1% | 14% | 2% | 15% | 9% | 13% | 2% | 4%
CCOC(=O)C1(C)/C(=N/Nc2ccccc2OC)C(=O)C(=O)N1c1ccccc1 (stereo unspecified) | 2 | u | 0% | -31% | -12% | -10% | -16% | u | -6%
O=C(NC1=NCCS1)C1CC(=O)N(c2ccc(F)cc2)C1 (stereo unspecified) | 54 | -2% | 11% | 7% | 7% | 10% | 12% | 12% | 8%
CC1CCCC(C)N1C(=O)c1ccc2c(c1)S(=O)(=O)c1ccccc1C2=O (stereo unspecified) | 8 | -13% | 0% | -19% | -18% | -1% | -22% | 14% | -2%
CCOc1ccc(N=CC2=C(O)CC(C)(C)CC2=O)cc1 | 6 | -4% | 16% | -18% | 5% | 2% | 7% | -6% | 21%
Clc1ccc(-c2nnc(N3CCCC3)nn2)cc1 | 4 | -2% | 0% | -5% | -2% | 8% | 8% | -179%[0.0737 µM] | 11%
Cc1ccc(S(=O)(=O)N2CCCC2C(=O)O)cc1 (stereo unspecified) | 20 | -42%[inhibitor] | 2% | 19% | 10% | 12% | 18% | -8% | 9%
CCOC(=O)C1=C(O)/C(=C/c2cc(OC)c(OC)c(OC)c2)SC1=Nc1ccc(OC)cc1 | -10 | 15% | 8% | -15% | -9% | -5% | -17% | 14% | -22%
COc1ccc(OC)c(C(=O)c2ccc(C(=O)Nc3ccc4ccccc4c3)cc2)c1 | -7 | 9% | -25% | u | 4% | 8% | 1% | 10% | -11%
CCCn1nnc(NC(=O)COc2ccc(Cl)cc2)n1 | 44 | -2% | 16% | 6% | 7% | 1% | 8% | 8% | 2%
CCc1nc2ccc(C(=O)N3CCN(S(=O)(=O)CC)CC3)cn2c1N(C=O)Cc1ccc(OC)cc1 | 20 | x | 0% | 2% | 19% | 3% | 4% | x | 11%
CCOC(=O)COc1ccc(S(=O)(=O)N2CCN(c3ccccc3)CC2)cc1 | -19 | -2% | -11% | 17% | 0% | -13% | 5% | -3% | -4%
CCOc1cc(S(=O)(=O)Nc2ccncc2)ccc1F | 18 | 1% | -2% | -2% | 1% | 1% | 2% | 5% | u
CC(C)=CCC[C@H](C)C[C@@H]1CC2=C(C(=O)OC(C)(C)O2)[C@@H](c2ccc(F)cc2)O1 | 0 | x | 13% | 12% | 13% | -2% | 3% | x | -15%
O=C(c1cccc(-n2cnnn2)c1)N1CC=C(c2ccccc2)CC1 | -14 | -5% | -6% | 0% | -7% | -8% | -1% | 0% | 2%
Cc1ccc(NC(=O)N2CCCc3ccccc32)cc1 | 1 | -12% | 16% | -12% | 5% | -2% | 6% | -4% | 12%
CC(C)=CCc1c(O)cc(O)c2c1OC(c1ccc(O)cc1)CC2=O (stereo unspecified) | 1 | -3% | 0% | 0% | -7% | -7% | -8% | u | -5%
CCOC(=O)C1=C(O)/C(=C/c2ccc(OCC(=O)Nc3ccc(C)cc3)cc2)N=C1C | -17 | -4% | 4% | 24% | 5% | 2% | -1% | u | 3%
Fc1cnc(N/N=C/c2ccc(-c3ccc(Br)cc3)o2)nc1N1CCOCC1 | 50 | -11% | 14% | 20% | 1% | -8% | -10% | 0% | -9%
CCN1C(=O)[C@H]2[C@@H](c3ccc(-c4ccc5c(c4)OCO5)c(OC)c3)N[C@@](CC(C)C)(C(=O)OC)[C@H]2C1=O | -10 | -3% | -16% | 0% | 0% | -7% | 0% | 23% | -6%
O=C(Nc1cnc2ccccn2c1=O)c1ccc(F)cc1 | -13 | -14% | 12% | 14% | 14% | -12% | 1% | 7% | 3%
COC(=O)c1ccccc1NC(=O)c1cccc(NC(=O)CSCc2ccccc2)c1C | -3 | 0% | 0% | -34% | 0% | -10% | -20% | -8% | -22%
CCN(c1ccccc1)S(=O)(=O)c1ccc(Cl)c(NC(=O)COC(=O)c2ccc[nH]c2=O)c1 | 4 | -3% | 13% | 15% | 7% | 2% | 6% | -4% | 2%
Cn1nc([N+](=O)[O-])nc1Sc1nnnn1-c1ccc(C(=O)O)cc1 | -14 | -2% | -4% | 2% | 4% | 0% | 15% | -24% | -6%
O=C(O)C1CCCN1S(=O)(=O)c1ccc2c(c1)CCC2 (stereo unspecified) | -2 | u | -5% | -3% | 0% | 2% | -1% | -17% | 2%
CCc1ccccc1NC(=O)CNCC(=O)Nc1ccccc1CC | -3 | -2% | 1% | -26% | 25% | -1%[57.1 µM] | 15% | u | -11%
O=C(CNC(=O)c1ccccc1)N/N=C/c1ccc([N+](=O)[O-])o1 | 17 | u | 4% | -9% | -26% | 2% | u | -1% | x
COC(=O)c1ccccc1NC(=O)c1nc2nc(C)cc(C)n2n1 | 0 | -4% | 1% | u | -1% | 9% | 2%[9.24 µM] | 3% | 0%
